LAP4 TOR yeast = yeast TOR pathway LAP4-GFP modulation. S. cerevisiae LAP4-GFP multiplex, flow cytometry GFP, 3 h; median GFP as percent of DMSO wells. GFP response vs DMSO, % at 10 µM. 0.34% of 320,000 active. AID 2023;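 active means GFP response vs DMSO above a set limit, about the screen mean plus 3 SD, cut at about 150% in these data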
AHR activator = activates the human aryl hydrocarbon receptor. P35869. AHR-responsive luciferase reporter cells, luminescence. activation, % at 5 µM. 2.5% of 320,000 active. AID 2796; in the data active means activation above about 47%;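 further: 0% = vehicle wells and 100% = reference agonist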
Target sequence (P35869 whole entry, looked up): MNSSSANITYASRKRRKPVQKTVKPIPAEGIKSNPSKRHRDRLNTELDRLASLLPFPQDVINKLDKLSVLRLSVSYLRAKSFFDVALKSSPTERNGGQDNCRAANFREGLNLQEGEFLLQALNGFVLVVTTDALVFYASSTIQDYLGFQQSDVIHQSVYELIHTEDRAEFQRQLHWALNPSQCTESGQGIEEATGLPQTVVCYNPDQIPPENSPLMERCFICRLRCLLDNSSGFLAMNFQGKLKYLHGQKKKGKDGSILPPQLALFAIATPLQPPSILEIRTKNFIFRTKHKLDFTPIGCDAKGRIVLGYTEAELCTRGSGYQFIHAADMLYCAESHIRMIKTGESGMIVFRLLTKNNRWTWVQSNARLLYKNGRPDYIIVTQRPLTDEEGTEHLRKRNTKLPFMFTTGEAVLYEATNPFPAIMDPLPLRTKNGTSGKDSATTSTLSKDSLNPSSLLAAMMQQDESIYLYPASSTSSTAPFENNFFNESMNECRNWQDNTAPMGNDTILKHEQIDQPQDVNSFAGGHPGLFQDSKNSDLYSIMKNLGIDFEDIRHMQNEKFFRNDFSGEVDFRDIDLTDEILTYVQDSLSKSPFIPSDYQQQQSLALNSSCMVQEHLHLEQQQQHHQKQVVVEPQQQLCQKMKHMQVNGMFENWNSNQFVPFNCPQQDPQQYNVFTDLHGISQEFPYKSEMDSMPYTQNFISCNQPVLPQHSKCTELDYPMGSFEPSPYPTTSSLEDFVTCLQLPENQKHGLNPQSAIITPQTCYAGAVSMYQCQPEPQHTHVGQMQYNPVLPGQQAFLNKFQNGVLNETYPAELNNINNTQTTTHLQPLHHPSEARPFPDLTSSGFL
CIT2 TOR yeast = yeast TOR pathway CIT2-GFP modulation | AID 2029 | GFP response vs DMSO, % at 10 µM | S. cerevisiae CIT2-GFP strain, flow cytometry, 3 h; 100 means same as DMSO wells | 0.065% of 320,000 active;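 active means GFP response relative to DMSO above a set limit, near the screen mean plus 3 SD, cut at about 150% in these data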;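 further: ratio of well median GFP fluorescence to mean of DMSO wells on the plate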
MEP2 TOR yeast = yeast TOR pathway MEP2-GFP modulation | S. cerevisiae MEP2-GFP strain, flow cytometry GFP, 3 h; 100% = DMSO control level | GFP response vs DMSO, % at 10 µM | 0.51% of 330,000 active;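 active means GFP response versus DMSO above a set limit, roughly screen mean plus 3 SD, cut at about 180% in these data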;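 further: median GFP fluorescence of the barcode-gated MEP2-GFP cells per well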
RPL19A TOR yeast = modulators of TOR pathway RPL19A-GFP in S. cerevisiae. S. cerevisiae RPL19A-GFP strain, flow cytometry, 3 h; stronger effect = lower value. percent response vs DMSO, % at 10 µM. 0.3% of 330,000 active. AID 2025;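 active means percent response vs DMSO below 50%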;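 further: median channel GFP fluorescence of the barcoded RPL19A-GFP strain; ratio of sample median GFP to plate DMSO average so 100% = DMSO; lower means less RPL19A-GFP as with rapamycin TOR inhibition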
proCasp3 act = procaspase-3 (human) activation; recombinant procaspase-3 D3A, Ac-DEVD-pNA absorbance 405 nm; activation, % at 8.5 µM; 0.11% of 330,000 active; AID 463141;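 active means activation above the mean of all tested compounds plus 3 SD, cut at about 21% in these data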;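 further: 0% = DMSO alone and 100% = DMSO wells spiked with extra 5 µM PC-3 D3A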
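System: Procaspase-3 D3A mutant. Medium: Zinc-free 300 mM NaCl, 50 mM HEPES, 0.01% Triton X-100. Schedule: 1 h preincubation plus 2 h reaction at 25 °C. Measured by: 405 nm absorbance of p-nitroaniline, reads at 0 and 120 min. Read-out: percent activation relative to control range.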
proCasp7 act = activates human procaspase-7, counter-screen for procaspase-3 activators; P55210; recombinant procaspase-7, Ac-DEVD-pNA absorbance 405 nm; D23A/D198A/D206A triple mutant, cannot self-cleave; scale: DMSO 0, 5 µM enzyme 100; activation, % at 8.5 µM; 0.093% of 330,000 active; AID 463210;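 active means percent activation above the screen-wide mean plus 3 SD, cut at about 25% in these data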
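Assay system: Uncleavable procaspase-7 mutant enzyme | Input: 2 µM procaspase-7 mutant as dispensed | Timing: 1 h compound preincubation, 2 h substrate cleavage, 25 °C | Repeats: One well per compound | Control set: DMSO wells as 0%, DMSO with 5 µM added PC-7 as 100% | Technique: Epi-absorbance of released pNA at 405 nm, two timepoints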
AGP1-GFP MLPCN = modulators of TOR pathway AGP1-GFP in S. cerevisiae | S. cerevisiae AGP1-GFP multiplex flow cytometry, 3 h; GFP as percent of DMSO wells | GFP response vs DMSO, % at 10 µM | 0.02% of 320,000 active | AID 2066;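 active means GFP response relative to DMSO above a set limit, near screen average plus 3 SD, cut at about 150% in these data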;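 further: median GFP channel fluorescence of the gated AGP1 strain per well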
The depositor's hits bear a star; . = no result given.

Value order: AGP1-GFP MLPCN	AHR activator	LAP4 TOR yeast	proCasp3 act	RPL19A TOR yeast	MEP2 TOR yeast	CIT2 TOR yeast	proCasp7 act
(1) CCOc1cc(NC(=S)NCC2CCCO2)c(OCC)cc1NC(=O)c1cccc(F)c1 (configuration not stated)
    94	7	94	0	93	94	90	-6
(2) CC(Sc1nnc(-c2ccco2)n1C)C(=O)N1C(C)CCCC1C (configuration not stated)
    107	1	112	-5	106	123	114	-5
(3) CCc1ccc(OCc2nnc(SCCN3CCOCC3)n2C)cc1
    99	3	94	-3	99	95	97	2
(4) COc1cccc(-c2c(-c3cc(OC)cc(OC)c3)n(C)c3ccc(-c4cnc(N5CCOCC5)nc4)cc23)c1
    97	2	102	6	95	97	86	11
(5) CCOC(=O)C1CCCN(C(=O)c2ccc(S(=O)(=O)N3CCOCC3)cc2)C1 (configuration not stated)
    101	1	99	5	101	101	96	-5
(6) O=C(O)c1cc2cc(Cl)ccc2oc1=O
    94	-1	100	8	94	101	89	11
(7) CCCNC(=O)CCn1nc(-c2ccc(C)cc2)c2ccccc2c1=O
    103	-1	94	8	103	100	99	9
(8) CCS(=O)(=O)n1nc(-c2cccnc2)nc1NCc1ccc(F)cc1
    123	5	122	-2	123	118	113	6
(9) COC(=O)Cn1c(=NC(=O)C2COc3ccccc3O2)sc2cc(S(N)(=O)=O)ccc21 (configuration not stated)
    104	1	97	4	101	102	104	2
(10) COc1ccc(NC(=O)CNc2cc(S(=O)(=O)N3CCOCC3)ccc2N2CCOCC2)c(OC)c1
    75	-2	90	10	98	110	88	-3
(11) NC(=O)c1nn(Cc2ccccc2)c(=O)c2ccccc12
    99	0	91	9	103	100	106	10
(12) COc1ccc(OC)c(NC(=O)Nc2cccc(Cn3cccn3)c2)c1
    99	16	85	2	99	94	100	7
(13) Cc1nc2ccccn2c1C(=O)CSc1ccccc1Cl
    116	0	127	-1	105	110	89	1
(14) CC(OC(=O)C1=Cc2ccccc2OC1)C(=O)NC1CCCC1 (configuration not stated)
    95	1	109	-4	99	102	93	2
(15) CC(C)N(C(=O)c1ccccc1-c1ccccc1)C(C)C
    94	-1	101	-1	101	101	83	-8
(16) CCn1c(SCC(=O)N2CCc3ccccc32)nc2c(c1=O)SC(C)C2 (configuration not stated)
    94	2	114	3	103	103	100	9
(17) Cc1nnc(SCC(=O)Nc2ccc(Cl)cn2)n1Cc1ccccc1
    104	6	102	6	101	102	97	4
(18) Cc1[nH]c2ccccc2c1/C=N/Nc1cccc(C(=O)O)c1
    99	1	98	-2	102	96	107	-7
(19) CC1(C(=O)NC2CCCC2)CCC(=O)N1Cc1ccccc1 (configuration not stated)
    113	2	119	4	118	106	.	-3
(20) Cc1cc(C)c(C)c(OCCCn2ccnc2)c1
    100	58*	97	-5	99	101	98	-5
(21) COc1cnc(-c2ccccn2)nc1Oc1ccc(Cl)cc1
    102	-7	105	-24	104	114	112	5
(22) CC(=O)C[C@@H](O)CC(=O)[C@H]1OC(=O)CCCCCCCCc2ccccc21
    86	0	102	-3	89	92	84	4
(23) CCN(CC)c1ccc(NC(=O)C2CCCC2)cc1
    88	1	83	3	92	104	104	11
(24) CC1(C)CC(NC(=O)C(=O)NCCc2ccccc2)CC(C)(C)N1
    106	-2	110	4	92	96	92	5
(25) CC(=O)c1ccc(N2CCN(CC(=O)N(C3CC3)C3CCS(=O)(=O)C3)CC2)c(F)c1 (configuration not stated)
    101	0	102	2	96	99	99	4
(26) CN1CCN(C(=O)c2cc(COc3ccc(F)cc3Cl)on2)CC1c1ccccc1 (configuration not stated)
    99	1	113	3	96	95	89	9
(27) O=C(NCC1CCCO1)C1CCN(C2CCN(Cc3ccco3)CC2)CC1 (configuration not stated)
    104	-1	95	1	101	104	104	-5
(28) CC(C)OC(=S)N/C(=N\S(=O)(=O)c1ccccc1)c1ccccc1
    99	-2	100	4	.	100	102	-19
(29) Cc1cc(C)cc(OCC(=O)N2CCN(c3ncccn3)CC2)c1
    101	1	105	-3	96	96	85	8
(30) O=C(COC(=O)/C=C/c1cccc(C(F)(F)F)c1)NCc1ccccc1
    99	-3	95	5	101	107	113	13

Entries shown so far containing an aryl thioether with sulfur outside any ring:
Value order: AGP1-GFP MLPCN	AHR activator	LAP4 TOR yeast	proCasp3 act	RPL19A TOR yeast	MEP2 TOR yeast	CIT2 TOR yeast	proCasp7 act
(2) CC(Sc1nnc(-c2ccco2)n1C)C(=O)N1C(C)CCCC1C (configuration not stated)
    107	1	112	-5	106	123	114	-5
(3) CCc1ccc(OCc2nnc(SCCN3CCOCC3)n2C)cc1
    99	3	94	-3	99	95	97	2
(13) Cc1nc2ccccn2c1C(=O)CSc1ccccc1Cl
    116	0	127	-1	105	110	89	1
(16) CCn1c(SCC(=O)N2CCc3ccccc32)nc2c(c1=O)SC(C)C2 (configuration not stated)
    94	2	114	3	103	103	100	9
(17) Cc1nnc(SCC(=O)Nc2ccc(Cl)cn2)n1Cc1ccccc1
    104	6	102	6	101	102	97	4

3 entries out of the list above, arranged by the number in LAP4 TOR yeast, falling:
cpd	compound	LAP4 TOR yeast
22	CC(=O)C[C@@H](O)CC(=O)[C@H]1OC(=O)CCCCCCCCc2ccccc21	102
5	CCOC(=O)C1CCCN(C(=O)c2ccc(S(=O)(=O)N3CCOCC3)cc2)C1 (configuration not stated)	99
23	CCN(CC)c1ccc(NC(=O)C2CCCC2)cc1	83

Screening results deposited in PubChem by several laboratories.
